Rtt109 HAT inh: inhibitors of C. albicans Rtt109/Vps75 HAT, primary screen, biochemical, ThioGlo CoA-SH fluorescence, plate reader | Histone acetyltransferase RTT109 (Candida albicans (strain SC5314 / ATCC MYA-2876)), … | AID 540336, 2011 | inhibition, % at 34.9 µM | 330,000 compounds, 0.16% hits | purified Rtt109/Vps75, 4 h;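 active = inhibition of at least 50% in every replicate; inconclusive = best replicate reaches 50% inhibition but some replicates fall short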
Target sequence (Q5AAJ8 whole entry, looked up): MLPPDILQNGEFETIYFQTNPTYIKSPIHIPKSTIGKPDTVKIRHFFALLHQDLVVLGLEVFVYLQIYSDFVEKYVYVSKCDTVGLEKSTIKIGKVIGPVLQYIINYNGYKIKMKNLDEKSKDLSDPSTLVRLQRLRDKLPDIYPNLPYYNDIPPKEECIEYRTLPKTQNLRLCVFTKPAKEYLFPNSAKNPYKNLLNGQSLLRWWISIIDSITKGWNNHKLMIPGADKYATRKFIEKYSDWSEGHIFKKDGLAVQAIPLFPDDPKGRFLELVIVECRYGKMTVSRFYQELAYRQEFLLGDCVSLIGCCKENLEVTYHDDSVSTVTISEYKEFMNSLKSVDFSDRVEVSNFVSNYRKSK
CAL PDZ FP-1: untagged CAL PDZ binding inhibitors, primary screen, biochemical, fluorescence polarization, HTS; AID 602252, 2012; purified CAL PDZ, TMR-peptide fluorescence polarization, 1 h; inhibition, % at 24.9 µM; Golgi-associated PDZ and coiled-coil motif-containing protein (Homo sapiens), Q9HD26; 300,000 compounds, 0.92% hits;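 active = mean inhibition of at least 30% with at least half of replicates also reaching 30%; inconclusive = no clear call, values can overlap the other calls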;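 note: 0% = DMSO neutral control and 100% = excess unlabeled competitor peptide PRC23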
Tat export inh: E. coli Tat export inhibitors, primary screen, MC4100, TorA-mCherry reporter, fluorescence, single point; 340,000 compounds, 0.036% hits; inhibition, % at 10 µM;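 active = mean replicate inhibition at least 50% and at least half of replicates individually reaching 50%; inconclusive = only one of the two criteria met; inactive = neither criterion met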;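 note: exported cargo escapes ClpAP degradation while cytoplasmic cargo is degraded and loses fluorescence; 0% = median of neutral control wells and 100% = median of NaSCN control wells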
CDK5 p35 inh: inhibitors of human CDK5/p35 kinase, primary screen, biochemical, single concentration. Recombinant CDK5/p35, ADP-Glo luminescence, 60 min. 330,000 compounds, 0.01% hits. inhibition, % at 10 µM. Cyclin-dependent kinase 5 (Homo sapiens) + Cyclin-dependent kinase 5 activator 1 (Homo …;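 active = highest replicate inhibition of at least 50% and at least 75% of replicates reaching 50%; inconclusive = only one of the two criteria met; inactive = both criteria failed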;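 note: plate controls were DMSO neutral control for no effect and GW8510 at 10 µM for full effect; many of its hits are not listed in these tables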
Target sequence (Q00535 whole entry, looked up): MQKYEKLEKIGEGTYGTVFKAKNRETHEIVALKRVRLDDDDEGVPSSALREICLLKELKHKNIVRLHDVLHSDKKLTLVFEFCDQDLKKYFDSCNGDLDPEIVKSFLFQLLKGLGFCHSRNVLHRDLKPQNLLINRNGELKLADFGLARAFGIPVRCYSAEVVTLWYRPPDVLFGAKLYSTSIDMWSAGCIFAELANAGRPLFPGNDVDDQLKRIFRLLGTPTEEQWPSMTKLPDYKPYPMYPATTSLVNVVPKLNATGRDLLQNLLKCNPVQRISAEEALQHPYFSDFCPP
Target sequence (Q15078 whole entry, looked up): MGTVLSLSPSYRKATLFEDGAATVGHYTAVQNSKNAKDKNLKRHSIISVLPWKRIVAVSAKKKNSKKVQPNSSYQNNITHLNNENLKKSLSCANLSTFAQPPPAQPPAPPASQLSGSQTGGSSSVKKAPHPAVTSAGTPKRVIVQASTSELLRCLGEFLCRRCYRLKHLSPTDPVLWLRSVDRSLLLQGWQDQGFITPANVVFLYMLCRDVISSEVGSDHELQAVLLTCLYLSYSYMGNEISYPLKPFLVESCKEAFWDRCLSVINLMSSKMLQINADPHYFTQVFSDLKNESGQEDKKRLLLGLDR
Wnt bcat act: Wnt/beta-catenin pathway activators, primary screen, cell-based, plate reader, single point | Wnt/beta-catenin reporter cell assay, activator | activation, % at 9.35 µM | 300,000 compounds, 1.2% hits | AID 743398, 2014; in the data active = activation above about 30%, passing the limit was not always enough; inconclusive = no clear call, values can overlap the other calls;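 note: 0% = neutral control wells and 100% = positive control wells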
V-ATPase pH: regulators of yeast V-ATPase proton pumping, primary screen, pHLuorin cytosolic pH fluorescence; response, % at 10 µM; S. cerevisiae; 350,000 compounds, 0.37% hits; in the data active = response mostly above about 7.3%, no sharp cut-off; inactive = mostly below about 5.4%; note: actives read high; inactives centre near 0; some compounds called inactive have numbers as strong as hits
dFosB activator: activators of delta FosB homodimer, primary screen, biochemical, fluorescence polarization, TAMRA-CDK5 oligo, single point; purified delta FosB; percent of positive-control signal above neutral wells; activation, % at 25 µM; 340,000 compounds, 0.99% hits;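 active = mean activation above about 17%, with every replicate also reaching it, limit read from the data, passing the limit was not always enough; inconclusive = only one of the two conditions met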;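 note: fluorescence polarization rise as delta FosB binds a TAMRA Cdk5 AP-1 oligo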
cardiac RTF act: cardiac RTF calcium sensitivity activators, primary screen, biochemical, IANBD-TnC fluorescence, EC20 calcium; Troponin I, cardiac muscle (Homo sapiens) + Troponin T, cardiac muscle (Homo sapiens) + …; IANBD-labeled TnC RTF fluorescence at EC20 calcium; 0% EC20 calcium, 100% full calcium; activation, % at 7.2 µM; 340,000 compounds, 0.24% hits; AID 493008, 2010;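 active = activation above the mean over all tested compounds plus 3 SD, cut at about 30% in these data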;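 note: rise in fluorescence read as greater calcium sensitivity of cardiac thin filaments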
MITF TRPM1 HTS: activators of MITF-driven TRPM1 promoter reporter, primary screen, cell-based, SK-MEL-5, luciferase, single point; SK-MEL-5 TRPM1-promoter luciferase, 24 h; % of positive control, neutral wells = 0; activation, % at 12.5 µM; 300,000 compounds, 0.75% hits;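 active = mean activation of at least 80% with every replicate also reaching 80%; inconclusive = mean reaches 80% but some replicate falls short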;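 note: 0% = neutral control wells and 100% = parthenolide positive control wells; values of inactives mirror those of a sister screen read the other way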
CAL PDZ FP-2: CAL PDZ peptide-binding inhibitors, primary screen, biochemical, fluorescence polarization, Cer-tagged CAL PDZ, HTS; 330,000 compounds, 0.02% hits; inhibition, % at 20 µM; AID 504414, 2011; purified CAL PDZ, TMR-peptide fluorescence polarization, 1 h;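 active = highest replicate inhibition of at least 40%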;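 note: plate controls were DMSO neutral control wells for no effect and unlabeled competitor peptide control wells for full effect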
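material = purified tagged CAL PDZ domain construct (CerCALP) | buffer or medium = sodium phosphate/NaCl buffer pH 7.4 with TCEP, IgG, Thesit | reagent = TMR-labelled reporter peptide T*-PRC34 bound in PDZ groove | incubation = 1 h room-temperature incubation prior to read | measured by = fluorescence polarization (mP) | evaluation = percent inhibition from loss of millipolarization | control set = unlabelled peptide and DMSO controls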
The depositor's hits bear a star; ? = inconclusive; · = no result given.

Structure,Rtt109 HAT inh,CAL PDZ FP-1,Tat export inh,CDK5 p35 inh,Wnt bcat act,V-ATPase pH,dFosB activator,cardiac RTF act,MITF TRPM1 HTS,CAL PDZ FP-2
O=C(N1CCCCCC1)n1c(Cc2ccccc2)nc2ccccc21,-7,-14,-3,0.3,1,-3,1,-3,12,-2.0
COc1ccc(C(=O)OCC(=O)c2ccc(C3CCCCC3)cc2)cc1,-6,-4,0,-1.7,·,2,-10,2,1,-2.5
Cc1ccc2cc(C(c3nnnn3C3CCCC3)N3CCN(c4ccccc4)CC3)c(=O)[nH]c2c1 (stereo unspecified),3,2,0,0.8,·,-4,-19,-3,·,-1.8
CS(=O)(=O)Nc1cccc(C2=NN(S(C)(=O)=O)C(c3ccccc3)C2)c1 (stereo unspecified),-9,-4,-4,-1.5,0,-3,-5,-3,20,-2.4
COCCNC(=O)CN(Cc1ccccc1)S(=O)(=O)c1ccc2nc(C)sc2c1,·,-3,-5,3.0,-1,-2,-2,-2,5,-0.2
C=CCNC(=O)c1cc2c(=O)n3cccc(C)c3nc2s1,8,1,5,-0.1,2,4,-12,0,23,0.6
CCOC(=O)C1CCN(C(=O)Cc2ccc(OC)c(OC)c2)CC1,6,8,3,-0.2,-2,4,-6,8,0,0.0
COc1ccc(OC)c(N(CC(=O)NCC2CCCO2)S(=O)(=O)c2ccccc2)c1 (stereo unspecified),17,-2,2,0.7,-2,1,-10,-6,-11,-0.2
CC(=O)Nc1ccc(S(=O)(=O)NC2(C(F)(F)F)C(=O)Nc3c2c(=O)n(C)c(=O)n3C)cc1 (stereo unspecified),12,2,-5,-0.7,1,-2,-1,4,2,0.1
COc1cccc(COCC(O)Cn2cnc3cc(C)c(C)cc32)c1 (stereo unspecified),5,-3,-1,0.3,-1,2,-8,2,8,-0.7
CC1CN(C(=O)Nc2cccc(Cl)c2)C2(CCCCCC2)O1 (stereo unspecified),-3,-3,2,1.0,5,-1,3,-3,7,-3.5
COC(=O)c1ccc(NC(=S)NN2CCOCC2)cc1,-2,2,-5,-0.4,17,3,4,0,22,1.0
Cc1sc2ncnc(N3CCC(C(=O)Nc4ccc(S(N)(=O)=O)cc4)CC3)c2c1C,10,·,2,0.7,-4,2,0,-2,13,-3.9
N#Cc1c(C(F)(F)F)cc(-c2ccccc2Cl)[nH]c1=O,2,-1,-6,0.0,16,·,-6,6,·,·
CN(C)C(=O)c1ccc(NC(=O)COC(=O)C2=COCCO2)cc1,-7,-11,5,-0.1,-1,4,0,-1,-1,-0.1
CCC(=O)N(C1=C(NC)C(=O)c2ccccc2C1=O)C(C)C,-13,-3,-7,-0.2,-2,-4,3,-4,-37,-1.5
COCCn1c(SCC(=O)NC2CC2)nnc1-c1ccc(Cl)cc1,4,-4,-3,0.7,0,3,2,3,12,0.8
COc1ccccc1Nc1nc2ccccc2n2cnnc12,-14,4,-4,-2.1,2,-1,10,1,29,-1.9
O=C(O)c1cn(Cc2ccccc2)c2ccc(Cl)cc2c1=O,1,-3,-4,-0.6,-4,-5,2,1,4,-0.5
Cc1cc(C(N)=O)c2cc(Br)ccc2n1,3,·,-2,-0.9,·,-2,-3,2,-1,-3.9
CCC(O)(CC)C(=O)NN(C(=O)Nc1csc2c1CCCC2)c1ccccc1,-7,-3,-6,-0.8,·,1,3,1,-9,0.4
COc1cc2nc(COc3ccccc3[N+](=O)[O-])oc(=O)c2cc1OC,6,-4,-18,-4.2,-3,2,-4,4,-1,-1.1
CC(NC(=O)c1ccccc1)C(=O)N/N=C/c1ccc(O)cc1 (stereo unspecified),·,7,-2,0.3,-3,5,2,-4,2,-2.8
COc1ccc(NS(=O)(=O)c2cc(NC(=O)/C=C/c3cc(OC)c(OC)c(OC)c3)ccc2N2CCCCC2)cc1,-4,-8,5,-1.6,-10,1,4,1,18,-1.6
O=C(Nc1nnc(-c2ccncc2)o1)c1ccccc1F,1,-3,-1,0.7,1,-2,-1,1,4,-0.1
O=C(Nc1ccccc1N1CCCC1)c1cccc(-c2cc3ccccc3oc2=O)c1,3,-4,12,-1.6,?,1,-7,3,14,0.1
COc1cc(Nc2nc3c(N)cc(C(F)(F)F)cc3nc2-c2ccccc2)cc(OC)c1OC,1,-3,-7,-0.6,-6,4,-3,-4,14,0.9
Cc1ccc(S(=O)(=O)NCC(C)NS(=O)(=O)c2ccc(C)cc2)cc1 (stereo unspecified),10,-5,1,-0.2,-4,3,-6,0,1,-0.3
CCCCNC(=O)Cc1c(O)c2ccccc2[nH]c1=O,-1,2,-8,1.0,·,1,2,6,·,-1.3
O=C(NCC(=O)N1CCCC(C(F)(F)F)C1)c1ccc2ccccc2c1 (stereo unspecified),1,0,2,0.3,1,0,-4,-3,10,-2.1

Shown with values under each structure: part of the list above.
Sequence of screens: Rtt109 HAT inh | CAL PDZ FP-1 | Tat export inh | CDK5 p35 inh | Wnt bcat act | V-ATPase pH | dFosB activator | cardiac RTF act | MITF TRPM1 HTS | CAL PDZ FP-2
> COc1cc2nc(COc3ccccc3[N+](=O)[O-])oc(=O)c2cc1OC
 : 6 | -4 | -18 | -4.2 | -3 | 2 | -4 | 4 | -1 | -1.1
> CC(NC(=O)c1ccccc1)C(=O)N/N=C/c1ccc(O)cc1 (stereo unspecified)
 : · | 7 | -2 | 0.3 | -3 | 5 | 2 | -4 | 2 | -2.8
> COc1ccc(NS(=O)(=O)c2cc(NC(=O)/C=C/c3cc(OC)c(OC)c(OC)c3)ccc2N2CCCCC2)cc1
 : -4 | -8 | 5 | -1.6 | -10 | 1 | 4 | 1 | 18 | -1.6
> O=C(Nc1nnc(-c2ccncc2)o1)c1ccccc1F
 : 1 | -3 | -1 | 0.7 | 1 | -2 | -1 | 1 | 4 | -0.1
> O=C(Nc1ccccc1N1CCCC1)c1cccc(-c2cc3ccccc3oc2=O)c1
 : 3 | -4 | 12 | -1.6 | ? | 1 | -7 | 3 | 14 | 0.1
> COc1cc(Nc2nc3c(N)cc(C(F)(F)F)cc3nc2-c2ccccc2)cc(OC)c1OC
 : 1 | -3 | -7 | -0.6 | -6 | 4 | -3 | -4 | 14 | 0.9
> Cc1ccc(S(=O)(=O)NCC(C)NS(=O)(=O)c2ccc(C)cc2)cc1 (stereo unspecified)
 : 10 | -5 | 1 | -0.2 | -4 | 3 | -6 | 0 | 1 | -0.3
> CCCCNC(=O)Cc1c(O)c2ccccc2[nH]c1=O
 : -1 | 2 | -8 | 1.0 | · | 1 | 2 | 6 | · | -1.3
> O=C(NCC(=O)N1CCCC(C(F)(F)F)C1)c1ccc2ccccc2c1 (stereo unspecified)
 : 1 | 0 | 2 | 0.3 | 1 | 0 | -4 | -3 | 10 | -2.1

(list continues)
Structure,Rtt109 HAT inh,CAL PDZ FP-1,Tat export inh,CDK5 p35 inh,Wnt bcat act,V-ATPase pH,dFosB activator,cardiac RTF act,MITF TRPM1 HTS,CAL PDZ FP-2
Cc1cccc(NC(=S)NCCN2CCOCC2)c1,-12,-2,1,0.4,-2,-1,-7,3,10,-2.2
COc1ccc(N(CC(=O)NCc2cccs2)S(=O)(=O)c2c(C)n[nH]c2C)cc1,·,1,-4,-1.2,·,0,1,-2,·,-1.4
COC(=O)[C@@H](Cc1ccccc1)N(Cc1ccccc1)S(=O)(=O)N(Cc1ccccc1)[C@H](Cc1ccccc1)C(=O)OC,4,-2,-4,0.5,-9,-3,-1,-2,0,0.3
Cc1c(N=C2C=CC(=O)c3ccccc32)c(=O)n(-c2ccccc2)n1C,17,2,-5,1.3,3,2,-5,-4,-74,0.1
CC(=O)NC1CC2CCC(C1)N2Cc1ccc(C)cc1 (stereo unspecified),8,1,-2,0.0,-2,4,4,1,-3,-2.5
O=C(Cc1ccc([N+](=O)[O-])cc1)NCc1ccc2c(c1)OCO2,-2,-2,6,-0.2,-1,4,1,13,0,-0.7
CCCc1cc(=O)n2[nH]cc(-c3ccc(Cl)cc3)c2n1,-13,-1,-3,0.7,-3,-6,2,4,·,-2.0
O=C(Nc1ccccc1N1CCOCC1)c1ccc(Cl)nc1,-8,0,2,7.1,-1,6,-8,2,-6,2.2
CCN(CC)c1ccc(S(=O)(=O)N2CCOCC2)cc1NC(=O)CSC(=S)N1CCCC1,16,9,1,-0.2,-2,-3,-17,-3,2,-2.3
CCCNCc1cc(OC)c(OCC(=O)Nc2ccccc2)cc1Br,-1,·,-3,-1.0,0,0,-11,1,14,-0.8
Cc1cc(C)c(C(=O)NC2CC(C)(C)Cc3c2cnn3-c2ccccc2)o1 (stereo unspecified),-3,·,-2,-2.2,-1,-2,-25,-1,7,-1.8
O=C(N/C(=C/C=C/c1ccccc1)C(=O)N1CCCCC1)c1ccc([N+](=O)[O-])cc1,6,0,-2,1.6,-5,-2,1,2,-1,-2.6
CC(=O)c1c(C)[nH]c(C(=O)OCC(=O)Nc2ccc(C)cc2[N+](=O)[O-])c1C,2,-3,-9,-1.1,-6,0,-8,-3,5,-2.4
O=C(CSc1nnc(C2CCCCC2)o1)Nc1ccccc1Cl,-9,-3,-6,-1.5,21,-3,-5,-2,109*,-1.7
CC(=O)c1cccc(NC(=O)c2cc(-c3cccs3)on2)c1,-8,-2,3,-3.2,20,5,1,3,36,-1.5
O=c1c2ccccc2c(-c2ccccc2)nn1-c1ccccn1,-8,0,-3,-1.1,0,-1,-6,-3,-4,-1.1
O=C(CCn1cnnn1)Nc1cccc(F)c1,-2,1,1,2.1,-1,-3,2,-2,6,-1.1
Cc1ccc(OCCNS(=O)(=O)c2ccc(N3CCCC3=O)cc2)cc1C,-17,-1,?,-0.4,-1,-1,-6,5,-11,0.1
CC(C)Oc1ccc(C(=O)NCC(=O)Nc2ccc3c(c2)CCC3)cc1,-10,1,10,1.6,7,0,-1,-5,26,1.8
O=C(Nc1ncccc1O)c1c(O)c2ccccc2[nH]c1=O,3,0,-10,0.6,3,2,2,2,-2,-1.3
N#Cc1ccc(-c2ccc(OCC(=O)NCC(=O)Nc3ccc(F)c(F)c3F)cc2)cc1,2,1,-5,-3.1,-14,-1,42*,10,-3,0.3

Compounds were not picked by outcome; any-hit rate near 4.1%.
